Compound activity (PubChem)
PTHR1 ag: PTHR1 (human) receptor agonism; Q03431; HEK293 GP2 PTHR1 cells, GloSensor cAMP luminescence, 1 h; Potency, µM (highest dose often 115 µM), without a hit: at the top dose activation, hits mostly activators; actives 0.075% (n = 410,000); further: potency means the concentration at half of the fitted maximal effect; nearly all actives have a fitted effect of over 55% in size; some results filed as inactive show a strong effect at the top dose; inactives centre near -15; many of its hits are not listed in these tables
Target sequence (Q03431 whole entry, looked up): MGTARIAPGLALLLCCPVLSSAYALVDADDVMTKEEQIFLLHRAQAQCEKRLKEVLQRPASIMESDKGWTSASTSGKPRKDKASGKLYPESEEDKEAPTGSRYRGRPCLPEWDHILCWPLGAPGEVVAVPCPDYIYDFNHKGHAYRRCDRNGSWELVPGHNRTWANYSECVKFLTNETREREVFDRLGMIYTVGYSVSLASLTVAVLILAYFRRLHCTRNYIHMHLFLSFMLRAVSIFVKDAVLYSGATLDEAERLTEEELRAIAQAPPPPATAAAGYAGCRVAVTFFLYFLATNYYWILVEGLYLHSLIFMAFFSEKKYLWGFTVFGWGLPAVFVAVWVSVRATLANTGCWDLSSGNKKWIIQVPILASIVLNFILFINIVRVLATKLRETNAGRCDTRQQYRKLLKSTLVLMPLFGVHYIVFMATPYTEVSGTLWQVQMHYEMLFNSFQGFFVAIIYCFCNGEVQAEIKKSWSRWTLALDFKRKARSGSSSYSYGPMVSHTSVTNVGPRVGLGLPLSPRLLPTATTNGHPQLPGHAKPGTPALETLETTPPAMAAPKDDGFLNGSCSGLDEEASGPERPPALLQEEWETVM
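HEK-293-derived GP2 cells expressing PTHR1 and a GloSensor cAMP reporter, 3,000/well, plated overnight, given luciferin plus IBMX (each 0.5 mM as added) for 1 h at 37 °C, then compound for 1 h at 37 °C. Luminescence was read after 15 min at room temperature.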
aSyn rescue: inhibitors of alpha-synuclein toxicity in yeast. Yeast expressing alpha-synuclein, growth rescue, BacTiter-Glo, 24 h. Potency, µM (doses to about 46.1 µM), for the others: at the top dose growth rescue (activation), most hits filed as activators. actives 0.14% (n = 370,000). AID 652106; further: potency means the concentration at half of the fitted maximal effect; % of control where 0% means no effect; nearly all actives have a fitted effect of over 65% in size
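Screening used galactose-induced yeast with toxic alpha-synuclein levels, exposed to compound for 24 hr at 30 deg C. Cell growth, read with BacTiter-Glo luminescence, gave the measured signal.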
FUS yeast rescue: suppressors of FUS proteinopathy in yeast; AID 1347120; Potency, µM (titrated, usually from 76.6 µM), for the others: at the top dose growth rescue (activation), hits mostly activators; actives 0.24% (n = 390,000); S. cerevisiae FUS-expressing, growth rescue, OD600, 24 h;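 further: potency means the concentration at half of the fitted maximal effect; plate controls were DMSO vehicle for no effect and reference control for full effect; nearly all actives have a fitted effect of over 55% in size; some results filed as inactive show a strong effect at the top dose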
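Toxicity suppression screen in FUS-yeast. Cells induced with 2% galactose, starting OD 0.005, treated 24hr at 30C with compounds at multiple final concentrations; growth by OD600.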
GLP1R ag: activates the human GLP-1 receptor. P43220. HEK293 GLP-1R CRE-luciferase, luminescence, 4-6 h; cells express a hypersensitive GLP-1R form. Potency, µM (highest dose often 45.6 µM), for inactives: top-dose activation, most hits filed as activators. actives 0.007% (n = 380,000); further: potency means the concentration at half of the fitted maximal effect; % of control where 0% means no effect
Akt phos inh: blocks phosphorylation of Akt | Neuro2A IGF-stimulated pAkt S473 HTRF, 20 min; stronger effect = lower value | activity change, % for hits at 50 µM | actives 0.32% (n = 360,000) | AID 651550; in the data active means activity change below about -80%; inconclusive means mostly about -51% to -80%; further: on the % scale 0 is the no-effect control and ±100 the full control effect
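Neuro2A cells in DMEM with 0.5% FBS, overnight at 37 deg C, given compound at single 50 µM final, then IGF (6 nM final) for 20 min at 37 deg C. Lysed; phospho-Akt Ser473 by HTRF after 24 h, 665/615 ratio.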
D3 antag: antagonists of human D3 dopamine receptor. P35462. D3R cells, DiscoveRx beta-arrestin luminescence, antagonist mode; stronger effect = lower value. max response, negative = inhibition, %. actives 2.5% (n = 360,000); in the data active means max response below about -50%; inconclusive means no clear call, values can overlap the other calls; further: on the % scale 0 is the no-effect control and ±100 the full control effect; mostly tested at two doses, the higher about 12 µM
Target sequence (P35462 whole entry, looked up): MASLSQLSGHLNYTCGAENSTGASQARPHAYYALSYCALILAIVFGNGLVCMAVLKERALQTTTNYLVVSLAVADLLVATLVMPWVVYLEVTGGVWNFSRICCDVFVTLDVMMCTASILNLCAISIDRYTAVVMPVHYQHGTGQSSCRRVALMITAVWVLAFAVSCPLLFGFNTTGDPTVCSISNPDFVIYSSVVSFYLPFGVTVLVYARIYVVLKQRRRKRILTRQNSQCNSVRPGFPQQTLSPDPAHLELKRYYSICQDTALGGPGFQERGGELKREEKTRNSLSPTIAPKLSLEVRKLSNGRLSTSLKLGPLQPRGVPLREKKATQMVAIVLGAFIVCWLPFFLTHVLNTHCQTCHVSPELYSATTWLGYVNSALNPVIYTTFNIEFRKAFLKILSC
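Cells expressing the human receptor were seeded at 1500 cells/well, incubated overnight at 37 degrees C in 5% CO2, then exposed to library compounds with dopamine controls for 90 minutes at 37 degrees C before luminescent detection.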
GLP1R inv ag: inverse agonists of human GLP-1 receptor. P43220. HEK293 GLP-1R CRE-luciferase, luminescence, 24 h; GLP-1R form is constitutively active. Potency, µM (titrated, usually from 38.3 µM), inactives show at the highest dose activity change, negative = inhibition, most hits filed as inhibitors. actives 1.6% (n = 410,000). AID 624417; further: potency means the concentration at half of the fitted maximal effect; on the % scale 0 is the no-effect control and ±100 the full control effect; nearly all actives have a fitted effect of over 55% in size
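Inverse agonists were sought by their lowering of basal cAMP reporter luciferase output in HEK293 cells stably carrying constitutively active human GLP-1R, after 24 h compound treatment.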
Abeta rescue: restores growth of yeast expressing A-beta42 peptide | yeast expressing A-beta42, growth rescue, OD600, 48 h; response scale: 0% DMSO, 100% iron-clioquinol control | Potency, µM (highest dose often 46.1 µM), for inactives: at the highest dose growth rescue, actives largely listed as activators | AID 1347071 | actives 0.063% (n = 410,000); further: potency means the concentration at half of the fitted maximal effect; nearly all actives have a fitted effect of over 55% in size
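Yeast growth medium received pinned compounds, then yeast cells expressing toxic A-beta were added; plates incubated at 30 C for 48 hr. Growth read as absorbance at 600 nm, normalized to DMSO and equimolar FeCl3 plus clioquinol controls.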
TDP43 rescue: rescues yeast growth from TDP-43 toxicity | TDP-43 expressing yeast growth rescue, BacTiter-Glo, 24 h | Potency, µM (top dose mostly 46.1 µM), without a hit: top-dose growth rescue (activation), hits mostly activators | actives 1.8% (n = 410,000) | AID 652104; further: potency means the concentration at half of the fitted maximal effect; % of control where 0% means no effect; nearly all actives have a fitted effect of over 50% in size
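Luminescence from BacTiter-Glo reports growth of TDP-43-expressing yeast after 24 hr at 30 deg C with compound. Cells were raffinose-pregrown to mid-log, then seeded in galactose medium at OD600=0.02.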
The depositor's hits bear a star; i = inactive; ? = inconclusive; . = not tested or not shown; & = joins results of further samples; [ ] = another dose, or the depositor's remark. Unless noted, the call rests on the fitted dose curve; in most records, active means well fitted curve in the direction sought with a large enough effect; inconclusive means small, poorly fitted or top-dose-only effect, or another doubt; inactive means no such curve, though single readings can be large; an effect the other way counts as inactive or inconclusive. Only part of the results is shown; count on the stated rates, not on these rows.

#	Molecule	PTHR1 ag	aSyn rescue	FUS yeast rescue	GLP1R ag	Akt phos inh	D3 antag	GLP1R inv ag	Abeta rescue	TDP43 rescue
1	COc1ccccc1N1CC(C(=O)Nc2nnc(SCc3ccccn3)s2)CC1=O (stereo unspecified)	i	0%	.	0%	i	9	6%	8%	-12%
2	CSc1nccc(Nc2ccccc2)c1C#N	i	3%	-41%	2%	i	18	-1%	12%[9.22 µM]	?
3	Cc1ccc(S(=O)(=O)NCc2nnc(SCC(=O)Nc3cccc(C)c3C)n2C)cc1	-59%	-6%	-9%	2%	i	-5	15%	-3%	-2%
4	c1ccc(CSCc2cn3ccsc3n2)cc1	i	-4%	-12%	10%	.	12	-13%	1%	-5%
5	CCSc1nnc(-c2ccccc2NC(=O)CC)c(=O)[nH]1	i	-5%	2%	-15%	i	-1	17%	18%	5%
6	N#Cc1c(N2CCCCC2)nc(N)c2c(N)nc3c(c12)CC(CCl)O3 (stereo unspecified)	i	2%	11%	2%	i	16	21%[7.66 µM]	-9%	8%
7	O=C(c1c[nH]c(C(=O)C(Cl)(Cl)Cl)c1)c1ccc(F)cc1Cl	-41%[inhibitor]	-2%	4%	0%	i	-9	2%	6%	8.9µM*
8	CCC(=O)N/N=C(\C)CC(=O)Nc1ccccc1-c1ccccc1	i	-5%	-5%	9%	i	-1	-1%	5%	6%
9	C[C@H](CO)N1C[C@H](C)[C@@H](CN(C)S(=O)(=O)c2cccs2)Oc2ccc(NC(=O)CCC(F)(F)F)cc2C1=O	-11%	2%	16%	12%	i	-2	22%	-4%	5%
10	COc1cc2c(cc1OC)C(c1ccc(-c3ccc(Cl)cc3Cl)o1)=NCC2	-31%[inhibitor]	-10%	.	4%	i	40	?	-49%[inhibitor]	12%
11	Cc1ccc(C(=O)NCCSCc2ccccc2)cc1[N+](=O)[O-]	-34%[inhibitor]	3%	.	15%	i	0	21%	-6%	12%
12	OC(c1cccc(CN2CCCCC2)c1)c1ncc(-c2cccc(C(F)(F)F)c2)[nH]1 (stereo unspecified)	-3%	-7%	-17%	23%	i	1	-27%	-9%	26%
13	Cc1nnc(N2C(=O)C(=O)/C(=C(/O)c3ccc4c(c3)OCCO4)C2c2ccc(F)cc2)s1 (stereo unspecified)	-4%	-4%	45%	11%	i	-11	13%	-10%	-25%
14	CC1(C(=O)NS(=O)(=O)c2ccc(Cl)cc2)CCN1C(=O)C1(c2ccc(Cl)cc2)CCC1 (stereo unspecified)	-15%	-28%	?	-6%	i	-23	?	2%	20µM*
15	CC1(C)OC2OC(C3COC(=O)O3)C(OC(=O)c3ccccc3)C2O1 (stereo unspecified)	-3%	4%	1%	7%	i	-19	18%	14%	-2%
16	C=CCNC(=O)C1CCN(c2nc(C)cc(-c3ccccc3)n2)CC1	i	10%	9%	3%	i	10	1%	3%	-11%
17	O=C(Cn1cnc([N+](=O)[O-])n1)NCCc1ccccc1	i	-1%	-1%	10%	i	-14	0%	-1%	-28%
18	NNC(=O)c1csc(-c2ccc(C(F)(F)F)cc2Cl)n1	-5%	0%	7%	9%	i	8	14%	-4%	-2%
19	COc1cccc(CNC(=O)C2CCN(S(=O)(=O)c3ccccc3)CC2)c1	11%[57.5 µM]	4%	13%	4%	i	28	-15%	9%	-2%
20	Cc1cc(NS(=O)(=O)c2ccc(NC(=O)c3cc4ccccc4o3)cc2)nc(C)n1	i	-3%	24%	3%	i	9	1%	-14%	-26%
21	CSc1nc(Nc2ccc(Cl)cc2)c(C#N)c(=O)[nH]1	i	3%	3%	9%	i	6	72%[activator]	7%	8%
22	O=C(c1cc2cc(Br)ccc2oc1=O)N1CCN(c2ccccn2)CC1	-6%	-6%	15%	17%	i	16	0%	3%	-10%
23	CCC1CCCCN1Cc1nc2c(c(=O)n(C)c(=O)n2C)n1CCC(C)C (stereo unspecified)	-1%	-2%	-23%	-5%	i	17	2%	-1%	0%
24	O=C1CCCN1CCCNC(=S)Nc1ccc(F)cc1	?	-4%	4%	3%	i	-2	-2%	-12%	0%
25	CCOc1ccc(-n2c(C)c(C(C)=O)c3cc(O)ccc32)cc1	i	-1%	-38%	-5%	i	6	?	-6%	13%
26	Clc1ccc(/C=C/c2nc3ccccc3[nH]2)cc1	-9%[57.5 µM]	-34%[inhibitor]	30%	-22%	i	-2	?	-50%[inhibitor]	14%
27	COC(=O)C1CCN(CC(=O)Nc2sc3c(c2C#N)CCC3)CC1	i	3%	-1%	-6%	i	0	-13%	-10%	-2%
28	COc1ccccc1NC(=O)CSc1ccc(-c2cccs2)nn1	-25%	-18%	11%	16%	i	10	7%	-7%	22µM*
29	CCN(C(=O)COC(=O)c1c2c(nc3ccccc13)/C(=C/c1ccccc1)CC(C)C2)C1CCS(=O)(=O)C1 (stereo unspecified)	i	13%	.	11%	i	16	?	12%	14µM*
30	Cc1cc(C)c(N2C(=O)C3C4CC(=O)C(c5ccccc54)C3C2=O)c(C)c1 (stereo unspecified)	-30%[inhibitor]	1%	-31%	7%	i	-12	-2%	1%	-1%
31	O=C(c1ccccc1)N1CC(COc2ccccc2)OC(c2ccco2)O1 (stereo unspecified)	11%[57.5 µM]	15%	18%	1%	i	7	?	17%	11%
32	CCC(=O)N1CCc2cc(Br)cc(S(=O)(=O)N3CCCC(C(=O)Nc4ccc(OC)cc4OC)C3)c21 (stereo unspecified)	-22%	.	23%	0%	.	.	3%	-3%	-3%
33	Cc1ccc2c(c1)/C(=N/OS(=O)(=O)c1ccccc1)CCS2	-4%[57.5 µM]	-1%	24%	17%	i	12	0%	1%	5%
34	COc1ccc(CNC(=S)Nc2ccc3nc(N4CCOCC4)cc(C)c3c2)cc1	-3%	0%	23%	9%	i	-3	13%	-13%	2%
35	C[C@H](CO)N1C[C@H](C)[C@H](CN(C)S(=O)(=O)c2ccccc2F)OCc2cnnn2CCCC1=O	-15%	0%	10%	-1%	i	23	17%	-2%	27%
36	CN(C(=O)CSc1nc2ccc([N+](=O)[O-])cc2s1)C1CCS(=O)(=O)C1 (stereo unspecified)	-11%	-5%	25%	-5%	i	-1	-21%	-12%	-17%
37	O=C(Cn1c(NCCO)nc2ccccc21)NCC1CCCO1 (stereo unspecified)	i	5%	-4%	0%	i	12	10%	3%	5%
38	COc1ccc(-c2cn3c(n2)sc2cc(C(=O)NCCCN4CCCCC4)ccc23)cc1	-21%	.	10%	.	.	.	1%	-5%	-35%[inhibitor]
39	Cc1c(C#N)c(=O)c(-[n+]2ccccc2)c([S-])n1-c1ccc(Cl)cc1	i	1%	31%	-2%	i	1	12%	-6%	-11%
40	Cc1cccn2c(=O)c3cc(C#N)c(=O)n(CCCN4CCOCC4)c3nc12	i	-2%	19%	-8%	i	4	104%[activator]	9%	-11%
41	Cc1ccc(S(=O)(=O)N[C@H](C(=O)N2CCC(C(=O)N3CCC[C@H]3C(=O)O)CC2)C(C)C)cc1	?	0%	19%	-18%	i	-9	9%	-12%	-20%
42	COc1ccc2c(c1OC)C(=O)OC2CC(=O)c1ccc2c(c1)OCO2 (stereo unspecified)	i	2%&-20%	8%	-12%	i	23	4%	11%	-6%
43	Fc1ccc2c(c1)C(c1ccncc1)=NNC(c1ccc(Cl)cc1)=N2	-14%	-5%	23%	-9%	i	23	-8%	-6%	0%
44	COc1ccc(N2C(=O)CSC2c2ccccc2F)c(OC)c1 (stereo unspecified)	i	1%	18%	3%	i	-10	?	4%	-4%
45	COC(=O)c1c(C)[nH]c(C(=O)CN2CCOCC2)c1C	i	-2%	-21%	28%	.	-7	13%	-5%	-13%
46	Cc1cc(C(=O)OCC(=O)NCCc2ccccc2)c(C)o1	i	24%	21%	24%	i	1	?	?	12%
47	COc1ccc(C2/C=C\CN(S(=O)(=O)c3ccc(C)cc3)CC(=O)N2Cc2ccc(F)cc2)cc1 (stereo unspecified)	-4%	5%	18%	12%	i	1	?	1%	17%
48	CCN(CC)S(=O)(=O)c1cccc(-c2nnc(SCC(=O)NC3CCCC3)n2N)c1	-6%[57.5 µM]	0%	9%	-9%	i	12	8%	18%	19%
49	Cc1nc(NC(=O)C23CCC(C)(C(=O)O2)C3(C)C)sc1C (stereo unspecified)	i	0%	-5%	3%	i	14	-15%	17%	?
50	CC(=O)Nc1nnc(SCc2ccccc2F)s1	i	-11%	21%	-4%	i	10	0%	7%	17%

The results go on.
#	Molecule	PTHR1 ag	aSyn rescue	FUS yeast rescue	GLP1R ag	Akt phos inh	D3 antag	GLP1R inv ag	Abeta rescue	TDP43 rescue
51	O=C(Nc1ccc2c(c1)OCCO2)c1cccc(S(=O)(=O)N2CCOCC2)c1	i	-4%	17%	-12%	i	19	0%	-6%	19%
52	CNC[C@@H]1Oc2c(NS(C)(=O)=O)cccc2C(=O)N([C@@H](C)CO)C[C@H]1C	-18%	-1%	-5%	-2%	i	24	18%	1%	11%
53	CCOc1ccc(CCNC(=O)Cn2cccc2C(=O)c2ccccc2C)cc1OCC	i	13%	.	15%	i	1	?	-10%	7%
54	COC(=O)c1ccc(C)c(NC(=O)CN2C(=O)c3ccccc3S2(=O)=O)c1	i	-2%	-2%	10%	i	-16	35%[activator]	2%	5%
55	COc1ccccc1NC(=O)NNC(=O)c1ccc2ccccc2c1	-13%	-10%	-9%	2%	i	-13	8%	3%	-1%

Some of the entries so far, with two lines to a compound.
The line under a structure holds: PTHR1 ag, aSyn rescue, FUS yeast rescue, GLP1R ag, Akt phos inh, D3 antag, GLP1R inv ag, Abeta rescue, TDP43 rescue
51) O=C(Nc1ccc2c(c1)OCCO2)c1cccc(S(=O)(=O)N2CCOCC2)c1
    i, -4%, 17%, -12%, i, 19, 0%, -6%, 19%
52) CNC[C@@H]1Oc2c(NS(C)(=O)=O)cccc2C(=O)N([C@@H](C)CO)C[C@H]1C
    -18%, -1%, -5%, -2%, i, 24, 18%, 1%, 11%
